NPSR antagonist: neuropeptide S receptor (human) antagonism, cAMP; CHO-NPSR cells, cAMP TR-FRET, antagonist mode; Potency, µM (series often up to 38.3 µM), without a hit: at the highest dose activity change, negative = inhibition, most hits filed as inhibitors; 220,000 tested, 1% active; note: % is set by controls: 0 for no effect and ±100 for the full control effect; nearly all actives have a fitted effect of over 50% in size; many of its hits are not listed in these tables
Target sequence (Q6W5P4 whole entry, looked up): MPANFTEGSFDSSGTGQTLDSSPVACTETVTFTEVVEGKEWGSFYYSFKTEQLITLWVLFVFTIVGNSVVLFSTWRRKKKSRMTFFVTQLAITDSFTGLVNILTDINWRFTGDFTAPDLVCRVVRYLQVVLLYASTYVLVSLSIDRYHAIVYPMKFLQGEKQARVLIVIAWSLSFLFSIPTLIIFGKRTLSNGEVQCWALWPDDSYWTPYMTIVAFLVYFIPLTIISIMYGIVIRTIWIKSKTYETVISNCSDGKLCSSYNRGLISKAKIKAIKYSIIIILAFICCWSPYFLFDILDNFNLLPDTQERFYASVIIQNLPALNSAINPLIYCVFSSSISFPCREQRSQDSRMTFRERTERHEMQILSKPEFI
KinaseGlo FLuc: Kinase-Glo luciferase inhibition (counter-screen) | Q27757 | Kinase-Glo luciferase, ATP luminescence, 8 min | Potency, µM (titrated, usually from 38.3 µM), for the others: top-dose activity change, negative = inhibition, hits mostly inhibitors | 200,000 tested, 0.28% active | AID 1379; note: % is set by controls: 0 for no effect and ±100 for the full control effect; nearly all actives have a fitted effect of over 60% in size
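Luminescence was the read-out, taken after 8-minute incubation at ambient temperature. Luciferase turned over luciferin with 10 uM ATP in imidazole pH 7.2 buffer containing KCl, MgCl2, Tween 20 and BSA.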
IMPase Li inh: membrane-permeable IMPase blocker, potentiated with lithium; AID 1457; 210,000 tested, 0.35% active; CHO-M1 cells, IP1 TR-FRET (IP-One), carbachol + lithium; Potency, µM (series often up to 59.4 µM), inactives show top-dose activity, negative = IMPase inhibition, usual class: inhibitors;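 note: IP1 builds up when IMPase is blocked and the TR-FRET signal falls; plate controls were basal vehicle for no effect and high inhibitor control for full effect; nearly all actives have a fitted effect of over 50% in size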
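Lithium-sensitised IP1 accumulation assay; M1-expressing CHO cells treated 30 min at 37C with compound. Competitive antibody detection by time-resolved FRET followed a 10 min room-temperature lysis step.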
Epigenetic derep: derepresses silenced GFP reporter in murine cells | murine LDR cells, GFP reporter derepression, 30 h | Potency, µM (top dose mostly 53.9 µM), inactives show top-dose GFP activation, hits mostly activators | 280,000 tested, 0.2% active; note: % of control where 0% means no effect; nearly all actives have a fitted effect of over 60% in size
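Reporter derepression read as number of fluorescent GFP-positive objects, 20-120 um in size, counted by laser-scanning cytometer. Mouse LDR line with an epigenetically silenced CMV-GFP locus; compound incubation 30 h, 37 C.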
RECQ1 helicase: inhibitors of human RECQ1 DNA helicase. Potency, µM (top dose mostly 57.3 µM), inactives show top-dose activity, negative = inhibition, actives largely listed as inhibitors. RECQ1 DNA unwinding, red fluorescence kinetic read. P46063. 240,000 tested, 0.54% active;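 note: plate controls were vehicle for no effect and no enzyme for full effect; nearly all actives have a fitted effect of over 30% in size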
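RECQ1T1 50 nM; forked duplex (20 bp + 30-nt ss tails) 200 nM, ATP 2 mM final; pH 8.0, 2 mM MgCl2, 2.5 ug/ml poly(dI-dC); 15 min compound preincubation; discontinuous kinetic read over 2 h at RT.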
GoLoco inh red: inhibitors of human Gai1-RGS12 GoLoco interaction (red fluorophore) | Gai1:RGS12 GoLoco peptide FP, rhodamine, 10 min | 230,000 tested, 0.44% active | Potency, µM (top dose mostly 61.6 µM), for inactives: at the highest dose activity, negative = inhibition, usual class: inhibitors | P63096 | AID 880; active = well fitted inhibition curve with a large enough effect, not every such curve was filed as active; inactive = no such curve, though single readings can be large or run the other way; note: % is set by controls: 0 for no effect and ±100 for the full control effect; nearly all actives have a fitted effect of over 30% in size; many of its hits are not listed in these tables
Target sequence (P63096 whole entry, looked up): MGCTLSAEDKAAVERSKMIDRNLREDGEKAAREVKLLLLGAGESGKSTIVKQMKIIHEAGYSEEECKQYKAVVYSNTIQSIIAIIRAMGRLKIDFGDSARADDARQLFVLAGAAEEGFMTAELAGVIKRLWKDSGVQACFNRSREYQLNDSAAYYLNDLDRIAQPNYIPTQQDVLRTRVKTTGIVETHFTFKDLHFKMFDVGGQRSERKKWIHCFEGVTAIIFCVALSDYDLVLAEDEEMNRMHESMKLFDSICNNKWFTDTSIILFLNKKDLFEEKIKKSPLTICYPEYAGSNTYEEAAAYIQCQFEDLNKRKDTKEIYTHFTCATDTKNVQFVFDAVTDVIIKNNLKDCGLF
KDM4E inh: blocks human JMJD2E demethylase activity. B2RXH2. Potency, µM (series often up to 57.1 µM), for inactives: at the highest dose activity change, negative = inhibition, most hits filed as inhibitors. JMJD2E catalytic domain, FDH-coupled NADH fluorescence (FDH is formaldehyde dehydrogenase). 230,000 tested, 1.6% active; active = well fitted inhibition curve with a large enough effect, not every such curve was filed as active; inconclusive = small, poorly fitted or top-dose-only effect, or another doubt; inactive = no such curve, though single readings can be large or run the other way;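 note: 0% = wells with enzyme and -100% = buffer wells without enzyme; nearly all actives have a fitted effect of over 50% in size; many of its hits are not listed in these tables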
Target sequence (B2RXH2 1-337 limits assumed): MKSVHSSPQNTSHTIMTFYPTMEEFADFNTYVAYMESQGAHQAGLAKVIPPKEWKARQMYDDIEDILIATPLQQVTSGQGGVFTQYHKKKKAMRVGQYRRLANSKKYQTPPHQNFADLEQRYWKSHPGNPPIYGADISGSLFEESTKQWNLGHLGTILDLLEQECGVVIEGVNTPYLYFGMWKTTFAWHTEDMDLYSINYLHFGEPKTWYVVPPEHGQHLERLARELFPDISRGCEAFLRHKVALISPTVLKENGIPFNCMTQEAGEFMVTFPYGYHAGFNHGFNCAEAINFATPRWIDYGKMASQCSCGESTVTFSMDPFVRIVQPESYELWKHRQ
SMN2 splice up: SMN2 splice variant enhancement. Potency, µM (titrated, usually from 46.1 µM), without a hit: at the highest dose activity change, positive = activation, most hits filed as activators. HEK293 SMN2-luciferase splicing reporter, luminescence, 30-36 h. 210,000 tested, 2.8% active; note: % of control where 0% means no effect; nearly all actives have a fitted effect of over 55% in size
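HEK293 cells carry an SMN2 […]–luciferase reporter in which exon 7 inclusion puts luciferase in frame. Cells were plated 10-12 h before compound addition, then incubated 30-36 h at 37C. ONE-Glo luminescence was read; sodium butyrate at 4.5 mM final served as control.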
The depositor's hits bear a star; i = inactive; ? = inconclusive; nt = not tested or not shown; & = joins results of further samples; [ ] = remark or other dose. Unless noted, calls come from the whole dose curve; as a rule, active = well fitted curve in the direction sought with a large enough effect; inconclusive = small, poorly fitted or top-dose-only effect, or another doubt; inactive = no such curve, though single readings can be large; an effect the other way counts as inactive or inconclusive. Potency is the fitted concentration of half-maximal effect.

SMILES | NPSR antagonist | KinaseGlo FLuc | IMPase Li inh | Epigenetic derep | RECQ1 helicase | GoLoco inh red | KDM4E inh | SMN2 splice up
CC1CCCCN1C(=O)C12CCC(C)(C(=O)C1)C2(C)C (stereo unspecified) | 2%[46.1 µM] | -2% | -9%[38.3 µM] | -1.0% | -19% | 0% | -13% | 0%
O=c1oc2ccccc2cc1-c1cn2cccnc2n1 | 1%[46.1 µM] | ? | -20%[38.3 µM] | 2.9% | i | 8% | ? | 4.5µM*
COc1cccc(CN(C(=O)/C=C/c2ccc(Cl)cc2)C2CCS(=O)(=O)C2)c1 (stereo unspecified) | -5% | 1% | -1% | -1.1% | -3% | 1% | 4% | -17%
OCc1nnn(-c2ccccc2)c1CO | -15% | nt | nt | 1.1% | -3% | 10% | -11% | nt
Cc1cccc(OCC(=O)N2CCN(C(=O)Cc3ccccc3)CC2)c1 | -4%[46.1 µM] | 2% | 32%[activator][38.3 µM] | 0.0% | ? | 12% | 5% | -7%
O=C(O)CN1C(c2ccccc2)=Nc2ccc(Br)cc2C1c1ccccc1 (stereo unspecified) | -6% | -1% | 6% | -0.1% | -12% | 18% | -15% | nt
CCc1[nH]c(C)c(C(C)=O)c1C | -3%[46.1 µM] | -2% | -5%[38.3 µM] | 7.4% | -6% | -6% | -7% | 6%
Cc1ccc(CC(=O)NCCS(=O)c2ccc(Cl)cc2)cc1 (stereo unspecified) | -1%[46.1 µM] | 2% | -9%[38.3 µM] | -2.0% | -1% | -11% | -3% | -11%
COc1ccc(CCn2nnnc2C(c2ccc(Cl)cc2)N2CCN(C)CC2)cc1OC (stereo unspecified) | 5%[7.67 µM] | -1% | -4%[38.3 µM] | -1.2% | ? | 5% | -3% | 0%
CC(C)C(O)P(=O)(OCc1ccccc1)c1ccc(N(C)C)cc1 (stereo unspecified) | -7%[46.1 µM] | -1% | 10%[38.3 µM] | -0.4% | 9% | 8% | ? | -7%
C=CCOc1ccc(/C=C2\SC(=S)N(CCC(=O)O)C2=O)cc1 | -17% | nt | nt | 0.0% | i | 9% | -3% | nt
CC(C)(C)C(=O)Nc1cc(S(=O)(=O)N2CCCCC2)ccc1N1CCCCC1 | ? | nt | 3% | -0.4% | -6% | 9% | 2% | nt
COC(=O)C1=C(C)NC(C)=C(C(=O)OC)C1c1ccc(OC(=O)c2ccco2)cc1 | -9%[46.1 µM] | -2% | 10%[38.3 µM] | -1.1% | -2% | -1% | ? | 5%
O=C(NCc1ccco1)c1sc2ccccc2c1Cl | -10% | 1% | 0% | -1.0% | -9% | 8% | 0% | ?
Cc1cc(CC(C)C)n(-c2nc3ccccc3c(=O)n2OCC(=O)N(C)C)n1 | -6%[46.1 µM] | nt | nt | -1.8% | -10% | nt | -4% | nt
COc1ccc(C(=O)C2CCCN(C(=O)Cn3ccc(C)n3)C2)cc1OC (stereo unspecified) | -2% | 2% | 5% | -0.3% | i | -2% | 25% | nt
CSCCCNC(=S)N1CCN(c2ccc(C(C)=O)cc2)CC1 | -15% | 1% | 5% | -2.7% | -16% | 4% | -5% | 22%
CC(C)Oc1ccc(CC(=O)NNC(=S)Nc2ccccc2)cc1 | -8% | nt | nt | 2.0% | -13% | 0% | 12% | nt
Nc1nc2nc(-c3ccccc3)cc(=O)n2[nH]1 | -15%[46.1 µM] | -6% | 6%[38.3 µM] | 0.0%&0.7% | -6% | 1% | ? | 0%&-25%
COc1ccc2sc(NC(=O)NC(=O)c3c(Cl)cccc3Cl)nc2c1 | 5%[7.67 µM] | nt | nt | -1.4% | -21% | 5% | -2% | nt

Individual results from the list:
Cc1cccc(OCC(=O)N2CCN(C(=O)Cc3ccccc3)CC2)c1 – GoLoco inh red = 12%
COc1ccc(C(=O)C2CCCN(C(=O)Cn3ccc(C)n3)C2)cc1OC (stereo unspecified) – Epigenetic derep = -0.3%

Continued:
SMILES | NPSR antagonist | KinaseGlo FLuc | IMPase Li inh | Epigenetic derep | RECQ1 helicase | GoLoco inh red | KDM4E inh | SMN2 splice up
Cc1nc(N2CCN(C)CC2)c2cc(-c3ccccc3)sc2n1 | -40% | 0% | 2% | -2.7% | 16% | 5% | ? | -62%[inhibitor]
Cc1nc2ncnn2c(C)c1CCC(=O)N1CCc2ccccc2C1 | -13%[46.1 µM] | -3% | ? | -0.9% | 0% | 1% | 7% | 6%
O=C(NCCSc1ccccn1)c1ccc(Cl)cc1 | 9% | 0% | -6% | 0.8% | -11% | 8% | 5% | 2.2µM*
Cc1[nH]c2ccccc2c1SCc1ccccc1 | ? | 5% | 13% | -0.5% | -16% | -4% | -3% | 1%
Cn1c(N)c(C(=O)COC(=O)C2=NNC(=O)CC2)c(=O)n(C)c1=O | -5%[7.67 µM] | nt | nt | -0.3% | i | 5% | 3% | nt
O=c1c2c3c(sc2nc2n1CCCS2)CCCC3 | 5%[7.67 µM] | -6% | -5%[38.3 µM] | 1.6% | -26% | 16% | ? | 7%
COc1ccc(C(C)NC(=O)c2ccoc2C)cc1OC (stereo unspecified) | -13%[46.1 µM] | 1% | 15%[38.3 µM] | -11% | -1% | 2% | -5% | 3%
CCCc1nn(-c2cc(Cl)ccc2OC)c2c1C(=O)CCC2 | -11%[46.1 µM] | 1% | 10%[38.3 µM] | 2.2% | -8% | 6% | 4% | -18%
CSCC[C@H](NC(=O)OC(C)(C)C)c1nnc(SCC=C(C)C)o1 | -12%[46.1 µM] | -5% | 15%[38.3 µM] | 0.0% | 11% | 12% | 4% | 6%
CC(C)COc1ccc(C(=O)OC2CC(C)(C)OCC2CN(C)C)cc1 (stereo unspecified) | 9%[46.1 µM] | -3% | -5%[38.3 µM] | -0.9% | -2% | -8% | -5% | -18%
CC1CCCCC12NC(=O)N(Cc1cc(=O)n3ccsc3n1)C2=O (stereo unspecified) | -18% | nt | nt | 0.2% | -19% | 1% | -7% | nt
COc1cc(/C=C2/NC(=O)N(Cc3ccccc3F)C2=O)ccc1Oc1ccc([N+](=O)[O-])cn1 | -3% | -3% | 6% | 1.1% | -1% | 1% | 10% | -5%
Cc1ccc(NC(=O)C(OC(=O)c2ccc(C=O)cc2)c2ccccc2)cc1Cl (stereo unspecified) | -25% | 6% | -4% | -1.0% | -2% | 66%[activator] | 14% | -34%[inhibitor]
CC1(C)Cc2ccccc2C(NNC(=O)c2cccnc2)=N1 | 13% | 4% | 3% | -1.0% | -1% | 4% | -11% | -12%
CCN(CC)CC#CCC(C)(c1ccccc1)c1ccccc1 | -14%[46.1 µM] | 0% | 38%[activator][38.3 µM] | 4.7% | -10% | -6% | 3% | -6%
COCCn1nnnc1CN1CCC(NC(=O)Nc2cccc(OC)c2)CC1 | -3%[7.67 µM] | -5% | -14%[38.3 µM] | 1.7% | 0% | 12% | 4% | -5%
CCCCN(Cc1ccccc1)S(=O)(=O)c1ccc2c(c1)n(C)c(=O)c(=O)n2C | -17% | nt | nt | 0.0% | 2% | -32% | -2% | nt
O=C(NC(CO)c1ccccc1)c1ccco1 (stereo unspecified) | -8%[46.1 µM] | -3% | 17%[38.3 µM] | -0.7% | -7% | 1% | 7% | 2%
COc1ccc(CCNC(=O)CSc2nncn2N)cc1OC | -2%[46.1 µM] | -1% | 17%[38.3 µM] | 0.0% | -10% | 1% | 3% | -3%
Cc1ccc(C(=O)C(NC(=O)c2ccco2)N2CCOCC2)cc1 (stereo unspecified) | 5%[46.1 µM] | -2% | 2%[38.3 µM] | -1.1% | i | -6% | -21% | 13µM*
COc1ccc2[nH]c(=O)c(CN(CC3CCCO3)S(=O)(=O)c3ccccc3)cc2c1 (stereo unspecified) | -5% | nt | 6% | -0.1% | i | 4% | ? | nt
O=C(NCCNc1ccc([N+](=O)[O-])cc1)c1ccco1 | -1% | nt | 4% | -0.2% | -11% | -4% | 2% | nt
CC(C)(C)C1CCc2c(sc(NC(=O)C3CCCO3)c2C(N)=O)C1 (stereo unspecified) | ? | 0% | 6%[38.3 µM] | 1.9% | -2% | 2% | -14% | -16%
NC(N)=NN=C1CCCCCCCCCCC1 | ? | nt | nt | 0.5% | i | 5% | -2% | nt
Cc1cccn2c(CN(C)CCC3CCCCO3)c(C(=O)N3CCCCC3)nc12 (stereo unspecified) | -14% | 2% | 25% | 0.0% | 13% | 6% | -2% | nt
COC(=O)Cn1c(=NC(=O)c2ccc([N+](=O)[O-])s2)sc2cc(Br)ccc21 | -18% | 1% | -3% | -0.3% | i | 15% | -1% | 17%
O=C(N/N=C\c1cn(-c2ccccc2)nc1-c1ccccc1)c1ccc(Br)o1 | -29%[46.1 µM] | -9% | 14%[38.3 µM] | -2.6% | -3% | 12% | -18% | -79%[inhibitor]
Cc1ccc(NNC(=O)c2cccs2)cc1Cl | 24% | nt | nt | 5.4% | -7% | 5% | 1% | nt
Cc1nc2ncnn2c(C)c1CCC(=O)NC(C)c1ccc2c(c1)OCCO2 (stereo unspecified) | -10%[46.1 µM] | -9% | -7%[38.3 µM] | -1.3% | -2% | -5% | 3% | -6%
CC(C)(C)NC(=O)NC(=O)COC(=O)C1(C)CC1(Cl)Cl (stereo unspecified) | 2% | -3% | 2% | 0.0% | 18% | 2% | 0% | 18%
CCOC(=O)CSC1=C(C#N)C(c2sccc2C)CC(=O)N1 (stereo unspecified) | -20%[46.1 µM] | 2% | -5%[38.3 µM] | -1.4% | -7% | -4% | -1% | -28%
O=C(Nc1cccc2c1CCCC2)c1ccc(Br)o1 | -17%[46.1 µM] | 0% | 28%[38.3 µM] | -1.0% | i | 4% | 12% | -12%
COc1ccccc1NC(=O)CSc1nc(N)cc(N)n1 | -9%[46.1 µM] | 1% | 23%[38.3 µM] | 2.3% | -4% | 7% | -1% | -10%
O=C(N/N=C/c1cccnc1)c1ccccc1OCc1ccc(Br)cc1 | -41% | -3% | 17% | -0.4% | -6% | 20% | -7% | -51%
CC1(C(=O)Nc2ccc3ccccc3c2)CC1(Br)Br (stereo unspecified) | -9% | 1% | 4% | -6.3% | i | 7% | ? | 13%
Cc1ccccc1NC(=O)c1c(C)cc(=O)oc1C | 13% | nt | nt | -4.7% | 0% | -8% | -8% | nt
CC(C)(C)c1ccccc1OCCCCN1CCCC1 | 0%[46.1 µM] | 0% | -2%[38.3 µM] | 7.0% | i | -7% | 1% | -7%

High-throughput results (PubChem BioAssay)

These rows are one share of the data; count on the stated rates, not on these rows.
